SV40 large T antigen: SV40 large T antigen inhibitors, biochemical (AID 1903). SV40 large T antigen ATPase/helicase inhibition assay; higher % means a stronger effect. inhibition, % at 20 µM; hits with a dose series show IC50 in µM. actives 0.39% (n = 310,000); in the data active = a potency from the dose series; inconclusive = inhibition mostly from about 32% at the one dose, without a potency; inactive = the rest, 99 in 100 with inhibition below about 32%; also: strong numbers were not always called active
Salmonella PhoP GFP: inhibitors of PhoP regulon expression, primary screen, Salmonella Typhimurium, GFP reporter (AID 1863); actives 0.16% (n = 300,000); inhibition, % at 50 µM; hits with a dose series show IC50 in µM; S. Typhimurium PhoP-regulated promoter GFP reporter, 4 h; higher % means a stronger effect;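 active = inhibition over 29.93%, a cutoff 3 SD above the screen mean, later confirmed by dose response; inconclusive = inhibition over 29.93% but no dose response follow-up; inactive = inhibition at most 29.93% or unconfirmed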;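 also: 0% = low Mg2+ inducing control and 100% = high Mg2+ repressing control; strong numbers were not always called active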
West Nile virus CPE: West Nile virus antiviral activity, cell-based, CPE readout (AID 1621); actives 0.02% (n = 290,000); West Nile virus-infected cells, CPE inhibition; higher % means a stronger effect; CPE inhibition, % at 10 µM, or IC50 in µM where a hit was titrated; in the data active = a potency from the dose series; inconclusive = CPE inhibition mostly from about 3.7% at the one dose, without a potency; inactive = the rest, 99 in 100 with CPE inhibition below about 2.2%; also: strong numbers were not always called active
PMI inhibitors: MPI enzyme activity inhibition – biochemical, fluorescence intensity, coupled assay, primary screen (AID 1209). actives 0.42% (n = 190,000). one-dose inhibition, % at 20 µM; IC50 in µM for titrated hits. purified PMI enzyme, coupled fluorescence intensity; higher % means a stronger effect;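 also: plate controls were DMSO vehicle for no effect and wells lacking substrate for full effect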
ER stress rescue: rescue of cells from ER stress-induced death, primary screen, 384-well, CSM14.1, thapsigargin, ATP luminescence (AID 1222); 190,000 tested, under 10 active; CSM14.1 thapsigargin-induced death rescue, ATP luminescence; higher % means a stronger effect; cellular ATP content (survival), % at 20 µM, or EC50 in µM where a hit was titrated;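 active = EC50 below 50 µM in the dose-response confirmation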;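 also: death triggered by thapsigargin at about 15 µM added after 2 h compound pretreatment; cell ATP read after overnight thapsigargin exposure of roughly 18 to 22 hours; normalized against plate controls of thapsigargin alone and 5% DMSO vehicle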
PMI inhibition: MPI inhibition at elevated mannose 6-phosphate – biochemical, fluorescence intensity, high mannose 6-phosphate, primary screen (AID 1220). inhibition, % at 20 µM; hits with a dose series show IC50 in µM. actives 0.66% (n = 190,000). recombinant PMI enzyme, coupled fluorescence intensity; higher % means a stronger effect
RSV antiviral HEp-2: inhibition of RSV-induced cytopathic effect – HEp-2 cells, primary 10 µM value included (AID 2391); HEp-2 cells, RSV-induced CPE inhibition; higher % means a stronger effect; one-dose CPE inhibition, % at 10 µM; IC50 in µM for titrated hits; actives 0.13% (n = 310,000); in the data active = a potency from the dose series; inconclusive = CPE inhibition mostly from about 23% at the one dose, without a potency; inactive = the rest, 99 in 100 with CPE inhibition below about 21%; also: strong numbers were not always called active
TNAP activation fold: human TNAP enzyme activators, primary screen, biochemical, luminescent, no phosphate acceptor, uHTS (AID 1001). purified TNAP, luminescent activation assay, no phosphate acceptor; higher activation fold means a stronger effect. activation fold at 20 µM; hits with a dose series show EC50 in µM. actives 0.03% (n = 200,000); in the data active = activation fold from about 3, or a potency from the dose series; inactive = the rest, 99 in 100 with activation fold below about 1.6; also: many of its hits are not listed in these tables
Insulin prom up: MIN6 insulin promoter up-regulation | actives 0.3% (n = 190,000) | z-score at 5 µM | MIN6 insulin promoter-GFP reporter, high-content imaging; active compounds read high;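 active = z-score above 3 at 5 µM with at least 500 cells counted in the well; inconclusive = wells under 500 cells, flagged as cytotoxic or low count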
Insulin prom up cell count: second read-out of Insulin prom up, no call of its own (marks repeat the call); cell count; measured here: cytotoxicity, nuclei count;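 total cells summed across four imaged fields per well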
The depositor's hits bear a star; ? = inconclusive; . = not tested or not shown. Rule as the data show it, unless noted: active = inhibition above about 50%; inactive = the rest.

Start of the listing, in advance:
SMILES,Insulin prom up,TNAP activation fold,Salmonella PhoP GFP,West Nile virus CPE,SV40 large T antigen,Insulin prom up cell count,ER stress rescue,PMI inhibitors,RSV antiviral HEp-2,PMI inhibition
O=C(Nc1cccc(-c2nc3ccccc3o2)c1)c1cccnc1,-1.81,1.1,-6.0%,-0.2%,8.8%,1300,-1.0%,2.8%,2.3%,-1.3%
O=C(Nc1ccc2nc(C3CC3)n(Cc3ccc(F)cc3)c(=O)c2c1)c1ccco1,-1.18,1,-5.5%,-0.4%,7.5%,1296,-1.6%,15.3%,4.5%,19.0%
CCC(=O)OCC(=O)Nc1ccc([N+](=O)[O-])cc1OC,0.89,1.1,-6.6%,0.8%,5.1%,1465,3.1%,-3.5%,-1.2%,-0.2%
COc1cc(CNCc2ccc(OC)c3ccccc23)cc(OC)c1OC,.,.,6.4%,-2.5%,9.2%,.,.,.,?,.

This part in full (from the top)
SMILES,Insulin prom up,TNAP activation fold,Salmonella PhoP GFP,West Nile virus CPE,SV40 large T antigen,Insulin prom up cell count,ER stress rescue,PMI inhibitors,RSV antiviral HEp-2,PMI inhibition
O=C(Nc1cccc(-c2nc3ccccc3o2)c1)c1cccnc1,-1.81,1.1,-6.0%,-0.2%,8.8%,1300,-1.0%,2.8%,2.3%,-1.3%
O=C(Nc1ccc2nc(C3CC3)n(Cc3ccc(F)cc3)c(=O)c2c1)c1ccco1,-1.18,1,-5.5%,-0.4%,7.5%,1296,-1.6%,15.3%,4.5%,19.0%
CCC(=O)OCC(=O)Nc1ccc([N+](=O)[O-])cc1OC,0.89,1.1,-6.6%,0.8%,5.1%,1465,3.1%,-3.5%,-1.2%,-0.2%
COc1cc(CNCc2ccc(OC)c3ccccc23)cc(OC)c1OC,.,.,6.4%,-2.5%,9.2%,.,.,.,?,.
OC(COc1ccc2c(c1)CCC2)CN1CCN(c2ccccc2F)CC1 (stereo not given),-0.22,1.1,19.9%,-0.8%,12.1%,1379,-1.8%,15.8%,1.9%,13.3%
CCOC(=O)c1c(C)[nH]c(C)c1S(=O)(=O)NCCN1CCN(c2cc(Cl)ccc2C)CC1,.,.,3.2%,-0.3%,11.9%,.,.,.,?,.
COc1ccc2cc(-c3cc(C(=O)OCC(=O)Nc4c(C)n(C)n(-c5ccccc5)c4=O)c4ccccc4n3)ccc2c1,-0.33,1.2,4.3%,-0.2%,5.5%,1434,-5.8%,22.4%,.,11.6%
CCCCOc1ccccc1C1NC(=O)NC(C)=C1C(=O)OCCOCC (stereo not given),.,1.1,-10.4%,-0.6%,11.3%,.,-2.0%,7.2%,4.3%,12.1%
CCOc1ccc(CN(C)C(=O)c2cc3ccccc3o2)cc1OC,.,.,6.1%,-1.4%,5.8%,.,.,.,13.2%,.
CCOC(=O)c1c(CSc2ccccc2)n(C)c2cc(Br)c(OC)c(O)c12,.,.,3.5%,-0.3%,-2.7%,.,.,.,14.8%,.
COc1c(C(=O)Nc2ccc(Cc3ccncc3)cc2)ccc2ccccc12,0.07,1,16.2%,-1.1%,0.8%,851,-1.3%,3.0%,13.7%,12.3%
O=C(CCn1nnnc1CN1CCOCC1)N1CCC(c2ccccc2F)C1 (stereo not given),.,.,5.5%,0.2%,8.4%,.,.,.,0.2%,.
COCc1c(C(=O)N/N=C/c2cccc3ccccc23)nnn1-c1nonc1N,0.05,1.1,-0.2%,-0.6%,11.4%,1199,-2.7%,-11.9%,1.7%,-11.8%
CSc1ccc(NC(=O)N2CC=C(n3c(=O)[nH]c4ccccc43)CC2)cc1,-0.41,0.9,-13.5%,-0.2%,12.3%,1169,-1.4%,-0.5%,2.1%,-0.8%
O=C(O)CC(NC(=O)C12CC3CC(CC(C3)C1)C2)c1cc([N+](=O)[O-])ccc1Cl (stereo not given),1.64,1,-5.9%,1.1%,6.3%,1138,-15.0%,-7.0%,3.1%,-5.0%
Cc1ccc(N2C(=O)/C(=C\c3ccc(C(C)C)cc3)N=C2SC2CCOC2=O)cc1 (stereo not given),1.4,1,12.1%,-0.5%,12.4%,1447,-3.9%,29.6%,5.0%,17.7%
Cc1ccc(-c2nc3ncccc3o2)cc1NC(=O)C(C)(C)C,.,.,-3.9%,-0.4%,1.1%,.,.,.,0.3%,.
O=C(Nc1ccccc1)Nc1ccc2ccccc2c1,0.23,.,0.8%,-0.5%,6.7%,1060,.,.,1.4%,.
O=C(N[C@@H](Cc1ccccc1)C(=O)O)c1cccnc1,-0.16,1.1,0.5%,0.2%,1.1%,988,-0.2%,0.1%,1.4%,0.4%
O=C(COC(=O)c1cc(-c2cccs2)nn1-c1ccccc1)Nc1cccc([N+](=O)[O-])c1,0.57,1.1,-5.3%,-0.4%,11.2%,1314,0.3%,17.4%,0.8%,6.7%
O=S(=O)(N[C@@H]1C[C@H]2CC[C@@H]1C2)c1cccs1,-0.13,1,9.2%,0.0%,.,1577,-2.4%,8.9%,1.6%,0.9%
CC1(C)Oc2ccc3ccc(=O)oc3c2/C(=C/NCCO)C1=O,2.3,1,-10.2%,0.2%,4.0%,1298,-0.6%,24.2%,4.1%,8.7%
C=C1CCN([C@@H](CC(C)C)C(=O)Nc2ccc(OC)cc2)S(=O)(=O)c2ccccc21,.,.,-8.8%,-0.4%,12.8%,.,.,.,2.1%,.
CCOc1ccc(/C=C/C(=O)N(CC)CC(=O)Nc2ccc3c(c2)OCCO3)cc1OCC,.,.,-1.4%,-0.5%,1.1%,.,.,.,2.9%,.
CN(C)CCCCCNCCCNC(=O)/C=N\O,-0.59,1,-17.8%,0.0%,14.6%,1217,0.1%,4.4%,0.7%,6.7%

Molecules from the list above that have a COOH group (two):
SMILES,Insulin prom up,TNAP activation fold,Salmonella PhoP GFP,West Nile virus CPE,SV40 large T antigen,Insulin prom up cell count,ER stress rescue,PMI inhibitors,RSV antiviral HEp-2,PMI inhibition
O=C(O)CC(NC(=O)C12CC3CC(CC(C3)C1)C2)c1cc([N+](=O)[O-])ccc1Cl (stereo not given),1.64,1,-5.9%,1.1%,6.3%,1138,-15.0%,-7.0%,3.1%,-5.0%
O=C(N[C@@H](Cc1ccccc1)C(=O)O)c1cccnc1,-0.16,1.1,0.5%,0.2%,1.1%,988,-0.2%,0.1%,1.4%,0.4%

More compounds follow.
SMILES,Insulin prom up,TNAP activation fold,Salmonella PhoP GFP,West Nile virus CPE,SV40 large T antigen,Insulin prom up cell count,ER stress rescue,PMI inhibitors,RSV antiviral HEp-2,PMI inhibition
O=C(CSc1ncnc2c1nnn2-c1ccc(F)cc1)NCc1ccco1,0.17,1.1,6.1%,0.0%,7.4%,1178,2.5%,-2.8%,-0.6%,-5.2%
CCOC(=O)c1cc(-c2ccc(C)o2)nn1CCC#N,0.08,1.1,3.2%,-0.1%,5.5%,1296,-0.3%,3.9%,1.4%,1.5%
CCOc1ccc(Br)cc1-c1noc(-c2cccs2)n1,-0.34,1,-0.4%,0.3%,7.5%,1284,5.2%,13.2%,5.1%,11.3%
O=C(Nc1cccc([N+](=O)[O-])c1)C1C2CC/C=C\CCC21 (stereo not given),-0.36,.,-6.2%,-0.9%,6.5%,1384,.,.,2.6%,.
O=C(CN1CCN(c2ccccn2)CC1)N1c2ccccc2CCc2ccccc21,.,1.1,2.4%,-1.8%,6.5%,.,17.5%,1.4%,-0.2%,-9.6%
Cc1cc2cc(CN(CC3CCCO3)C(=O)c3cnccn3)c(=O)[nH]c2cc1C (stereo not given),-0.7,0.9,-6.9%,0.0%,4.2%,1751,-3.5%,13.3%,2.6%,11.3%
COc1ccc([N+](=O)[O-])cc1NC(=O)c1cn(-c2ccc(Cl)cc2)c(=O)c2ccccc12,0.36,1,-12.6%,-1.2%,13.0%,1060,4.0%,-11.2%,1.5%,-1.8%
CC(C)/C(=N/Nc1ccccc1[N+](=O)[O-])c1ccccc1,-0.98,0.9,2.8%,-0.8%,14.2%,1320,-1.1%,19.3%,19.3%,54.4%*
COCCNC(=O)/C(C#N)=C/c1nc(N(C)C)n(-c2ccc(F)cc2)c1Cl,0.14,1,-2.7%,0.5%,16.3%,1315,-1.5%,-10.7%,1.1%,12.2%
Cc1c(C(=S)Nc2ccccc2)cnn1-c1ccc([N+](=O)[O-])cc1,-0.46,1.1,6.5%,-1.0%,7.6%,1386,-0.5%,10.6%,20.0%,-0.4%
COc1ccc(NC(=O)CCSc2ccc3ccccc3n2)cc1,0.22,1.1,-19.4%,-0.4%,8.4%,1201,-1.1%,18.6%,-1.1%,7.0%
CCCCCn1c(CCNC(=O)CCC)nc2ccccc21,.,1.1,12.0%,-0.1%,0.4%,.,.,7.2%,1.5%,8.5%
COc1ccc2c(c1)CCCC21NC(=O)N(CC(N)=O)C1=O (stereo not given),-0.23,1.1,2.2%,0.2%,-1.0%,1552,-0.3%,4.5%,0.3%,7.3%
Cn1nc(C(C)(C)C)c([N+](=O)[O-])c1C(=O)NC(C)(C)C,0.28,1.1,2.3%,-0.3%,10.6%,1360,-0.7%,-8.0%,0.9%,-6.1%
Cc1ccc(NC(=O)CN(c2cc(C)cc(C)c2)S(=O)(=O)c2c(C)noc2C)nc1,0.31,1,4.8%,0.2%,-1.8%,957,2.8%,11.8%,3.5%,11.4%
O=C(O)c1cccc(S(=O)(=O)Nc2ccc(O)cc2Sc2nc3ccccc3s2)c1,-0.68,1,-8.2%,0.1%,16.1%,1236,-1.4%,-59.8%,2.0%,-92.4%
C/C(=N\NC(=O)c1nnn(-c2nonc2N)c1CN1CCCCCC1)c1ccc(Br)cc1,.,.,6.4%,-0.3%,7.4%,.,.,.,1.3%,.
COc1ccc([C@@H]2[C@@H]3C(=O)N(C(C)(C)C)C(=O)[C@@H]3[C@]3(C)C(=O)N(c4ccccc4)C(=O)N23)cc1,.,.,-9.0%,-0.5%,13.0%,.,.,.,5.9%,.
C=CCOc1ccc(C2C(C(=O)c3ccc(C)o3)=C(O)C(=O)N2Cc2cccnc2)cc1 (stereo not given),.,.,1.1%,-0.4%,23.6%,.,.,.,21.2%,.
